Screens (PubChem)
POLH inh – inhibitors of human DNA polymerase eta | Q9Y253 | recombinant Pol eta, fluorescent DNA replication assay | Potency, µM (series often up to 114 µM), for inactives: top-dose activity change, negative = inhibition, actives largely listed as inhibitors | actives 1.2% (n = 390,000) | AID 588591; also: % is scaled to controls: 0 for no effect and ±100 for the full control effect
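Pol eta at 10 nM preincubated with compounds 15 min at room temperature; reaction started with fluorescent substrate (50 nM final) and read kinetically at 0 and 10 min.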
BAZ2B inh – blocks human BAZ2B; AID 504333; actives 4.4% (n = 360,000); AlphaScreen BAZ2B-H3K14Ac peptide displacement; Potency, µM (doses to about 114 µM), for inactives: at the top dose activity change, negative = inhibition, usual class: inhibitors; Q9UIF8; also: % is scaled to controls: 0 for no effect and ±100 for the full control effect; nearly all actives have a fitted effect of over 60% in size
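BAZ2B 50 nM plus b-H3(5-23)K14Ac 50 nM, PBS pH 7.4/0.01% Tween-20, 30 min RT; compound added (max 110 uM), 30 min RT; streptavidin donor/Ni-chelate acceptor beads 10 ug/mL final, 20 min dark; AlphaScreen read.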
POLK inh – DNA polymerase kappa (human) inhibition | actives 0.53% (n = 400,000) | purified Pol kappa, fluorescent DNA synthesis assay, 10 min | Q9UBT6 | AID 588579 | Potency, µM (top dose mostly 107 µM), inactives show top-dose activity, negative = inhibition, hits mostly inhibitors; also: % is scaled to controls: 0 for no effect and ±100 for the full control effect
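10 nM Pol kappa was preincubated with compounds for 15 min at room temperature. Reaction started with 50 nM (final) substrate. Fluorescence read kinetically at 0 and 10 min.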
APEX1 inh – blocks human APE1 abasic DNA cleavage | actives 0.35% (n = 350,000) | recombinant APE1, TAMRA/BHQ-2 abasic DNA cleavage fluorescence | AID 2517 | Potency, µM (highest dose often 65.8 µM), for the others: at the highest dose activity change, negative = inhibition, hits mostly inhibitors | P27695;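 also: plate controls were vehicle for no effect and reference inhibitor for full effect; nearly all actives have a fitted effect of over 55% in size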
Target sequence (P27695 whole entry, looked up): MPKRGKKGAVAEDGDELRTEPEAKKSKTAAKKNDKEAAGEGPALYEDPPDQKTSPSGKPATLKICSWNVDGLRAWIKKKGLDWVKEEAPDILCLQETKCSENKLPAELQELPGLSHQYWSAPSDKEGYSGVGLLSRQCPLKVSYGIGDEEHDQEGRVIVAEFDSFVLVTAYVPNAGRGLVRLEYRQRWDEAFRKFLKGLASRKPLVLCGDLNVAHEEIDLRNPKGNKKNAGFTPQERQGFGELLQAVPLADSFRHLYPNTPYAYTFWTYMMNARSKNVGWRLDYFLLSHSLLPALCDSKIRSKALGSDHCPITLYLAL
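Activity was derived from the fluorescence gain between first and third kinetic reads (60 s intervals, ex 525/em 598 nm) after 50 nM THF-abasic TAMRA/BHQ-2 duplex was added to 0.75 nM APE1 preincubated 15 min with compound.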
Pol iota inh – blocks human DNA polymerase iota activity. Q9UNA4. Potency, µM (doses to about 115 µM), inactives show top-dose activity, negative = inhibition, most hits filed as inhibitors. actives 1% (n = 390,000). AID 588590. Pol iota fluorescent replication assay, 10 min
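Pol iota at 10 nM preincubated 15 min with compounds at room temperature; reaction started with fluorescent substrate, 50 nM final. Fluorescence read kinetically at 0 and 10 min; buffer-only wells as negative control.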
BLM inh – Bloom syndrome helicase (human) inhibition | AID 2528 | Potency, µM (highest dose often 56.1 µM), inactives show at the highest dose activity change, negative = inhibition, usual class: inhibitors | actives 0.2% (n = 350,000) | recombinant BLM DNA unwinding, fluorescence dequenching | P54132;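 also: plate controls were vehicle for no effect and no enzyme for full effect; nearly all actives have a fitted effect of over 35% in size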
Apoferritin bind – binds horse apoferritin like a general anesthetic | P02791 | Potency, µM (series often up to 77.5 µM), without a hit: at the top dose activity change, negative = displacement, usual class: inhibitors | actives 0.074% (n = 350,000) | apoferritin/1-aminoanthracene competitive binding, fluorescence; also: % is scaled to controls: 0 for no effect and ±100 for the full control effect; nearly all actives have a fitted effect of over 20% in size
Target sequence (P02791 2-175 limits assumed): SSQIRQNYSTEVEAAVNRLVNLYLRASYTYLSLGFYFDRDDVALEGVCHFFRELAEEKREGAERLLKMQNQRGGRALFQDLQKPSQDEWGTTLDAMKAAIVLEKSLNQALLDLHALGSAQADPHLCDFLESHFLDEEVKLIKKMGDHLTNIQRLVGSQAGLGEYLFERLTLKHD
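Concentration-response curves derived by four-parameter Hill fitting of normalized fluorescence, where compounds displaced 1-AMA from 10 uM horse apoferritin following a brief 10 min room-temperature incubation; propofol titration acted as positive control.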
G9a inh – blocks human histone lysine methyltransferase G9a. Q96KQ7. G9a H3K9 monomethylation, AlphaScreen, 2 h. Potency, µM (highest dose often 102 µM), inactives show at the highest dose activity, negative = inhibition, actives largely listed as inhibitors. actives 8.8% (n = 350,000). AID 504332; also: % is scaled to controls: 0 for no effect and ±100 for the full control effect; nearly all actives have a fitted effect of over 75% in size
Target sequence (Q96KQ7 913-1193 limits assumed): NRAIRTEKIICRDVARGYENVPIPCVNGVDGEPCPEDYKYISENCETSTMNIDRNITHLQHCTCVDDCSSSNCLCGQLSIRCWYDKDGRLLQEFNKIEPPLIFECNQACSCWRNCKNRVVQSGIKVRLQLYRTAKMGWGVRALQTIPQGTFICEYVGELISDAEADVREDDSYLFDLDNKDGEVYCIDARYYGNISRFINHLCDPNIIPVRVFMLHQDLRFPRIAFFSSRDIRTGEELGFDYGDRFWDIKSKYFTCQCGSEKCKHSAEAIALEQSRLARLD
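G9a (20 nM) was preincubated 15 min with compound, then reacted 2 h at room temperature with 500 nM biotin-H3K9 peptide and 20 µM SAM. Monomethyl-H3K9 detected by AlphaScreen using anti-H3K9me1 antibody.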
Pol beta inh – blocks human DNA polymerase beta activity; P06746; Pol beta primer extension/strand displacement, fluorescence kinetic; Potency, µM (titrated, usually from 114 µM), for the others: top-dose activity change, negative = inhibition, usual class: inhibitors; actives 1.3% (n = 340,000); AID 485314; also: % is scaled to controls: 0 for no effect and ±100 for the full control effect
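Curves were derived by four-parameter Hill fits of normalized qHTS data. The kinetic fluorescent primer-extension read was taken at 0 and 10 min after 50 nM substrate, following a 15 min room-temperature preincubation of 10 nM enzyme with compounds.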
The depositor's hits bear a star; ? = inconclusive; . = no result given; & = joins results of further samples; [ ] = dose if it differs, or a comment. Calls follow the shape of the dose curve; as a rule, active = well fitted curve in the direction sought with a large enough effect; inconclusive = small, poorly fitted or top-dose-only effect, or another doubt; inactive = no such curve, though single readings can be large; an effect the other way counts as inactive or inconclusive. Potency is read from the fitted curve at half-maximal effect.

Each structure is followed by: POLH inh, BAZ2B inh, POLK inh, APEX1 inh, Pol iota inh, BLM inh, Apoferritin bind, G9a inh, Pol beta inh
> CCCCn1cnc2c(c1=O)c1nc3ccccc3nc1n2Cc1ccc2c(c1)OCO2
→ -18%, -5%, 8%, 5%, ?, 1%, -9%, -1%, 7%
> COc1ccc(Cl)cc1NC(=O)C1CCCN(S(C)(=O)=O)C1 (stereo unspecified)
→ -6%, -2%, 12%, 12%, 24%, 1%, 8%, ., 42%
> CCN(CC)C(=O)c1ccc(CS(=O)(=O)Cc2ccccc2)cc1
→ -4%, 6%, -21%, 0%, -27%, 2%, -9%, 6%[59 µM], -2%
> CNC(=O)NC(=O)COC(=O)c1ccc(-n2c(C)ccc2C)cc1
→ ?, -6%, -16%, 14%, ?, 2%, -3%, ?, 7%[57.1 µM]
> CC(C)C[C@@H]1CN=C(N)N1C[C@@H]1CCCN1C[C@H](C)N1C[C@@H](Cc2ccccc2)N(CCc2ccc(Cl)c(Cl)c2)C1=N
→ -10%, ., -13%, -6%, -18%, ., ., ., .
> C=CCNCCOCCOc1ccc(C)cc1[N+](=O)[O-]
→ -10%, ?, 2%, -4%, -9%, 0%, -11%, 22µM*, 4%
> CCC(=O)N1CCc2cc(CNC(=O)c3cccc(N(C)C)c3)ccc21
→ -2%, ?, -6%[60.1 µM], ., -7%, 0%, -2%, -11%[59 µM], -24%
> NC(=O)C[n+]1ccc(/C=N/O)cc1
→ -2%, -10%, 1%, -8%, -5%, 1%, 0%, 6%, 28%
> COc1cc2c(cc1OC)C1=C(C#N)CN(C3CCCCC3)CN1CC2
→ -25%, ?, -16%, 0%, 41%[activator], -5%, -7%, 45µM*, 12%
> Cc1cccc(NC(=O)CSc2cccc3cccnc23)c1
→ -19%, -4%, -23%, 7%, 21%, 0%, -18%, 16%, -16%
> COc1ccc(S(=O)(=O)Nc2nc3ccccc3s2)cc1
→ -10%, -3%, 1%, -4%, 6%, 2%, -4%, ?, 5%
> Cc1ccnc2nc(C(=O)OCC(=O)Nc3ccc4c(c3)OC(F)(F)O4)nn12
→ -6%, 5%, -7%, 13%, 11%, -4%, -16%, ., 22%
> CCOC(=O)C1=C(C)N=c2s/c(=C3\C(=O)Nc4ccccc43)c(=O)n2C1c1ccc2c(c1)OCO2 (stereo unspecified)
→ -19%, -11%, -3%, 1%, 11%, -3%, -3%, ?, 0%
> Cc1ccc(-c2nc3cccnc3o2)cc1NC(=O)COc1ccc(C(C)(C)C)cc1
→ -17%, -24%, -33%, 5%, -7%, -15%, ?, ?, -12%
> CCOc1ccc2nc(-c3cc(NC(C)=O)ccc3O)sc2c1
→ -16%, -13%, -1%, -4%, 2%, -3%, 6%, -32%, -6%
> COC(=O)C1=C(C)N(C2CCCCC2)C(=O)C1
→ -5%, -20%, -19%, ?, 3%, -1%, -12%, 0%[12.7 µM], -1%
> O=C(CCCOc1ccc(Cl)cc1)Nc1nncs1
→ -6%, 6%, -12%, 0%, 7%, -1%, -4%, -2%, 4%
> CCC1=C(OC(=O)N(CC)CC)N2C(=O)OC(=NCC3CC3)[C@]2(Cc2ccccc2)[C@H]2C1=CC[C@H]1C(=O)NC(=O)[C@H]12
→ -8%, -6%, 9%, -9%&6%, 17%, -7%&2%, ?, -8%[12.7 µM], -10%
> CN1C2CCC1/C(=C\c1ccccc1F)C(=O)/C2=C/c1ccccc1F
→ -8%, -34%, -18%, 1%, 1%, -1%, 7%, 50µM*, -1%
> CCNC(=S)N1CCN(Cc2ccccc2)CC1
→ -11%, 50µM*, -1%[60.1 µM], -1%, 13%, -5%, -4%, 16µM*, 3%

The closing five records of the section above lead into the next.
Each structure is followed by: POLH inh, BAZ2B inh, POLK inh, APEX1 inh, Pol iota inh, BLM inh, Apoferritin bind, G9a inh, Pol beta inh
> COC(=O)C1=C(C)N(C2CCCCC2)C(=O)C1
→ -5%, -20%, -19%, ?, 3%, -1%, -12%, 0%[12.7 µM], -1%
> O=C(CCCOc1ccc(Cl)cc1)Nc1nncs1
→ -6%, 6%, -12%, 0%, 7%, -1%, -4%, -2%, 4%
> CCC1=C(OC(=O)N(CC)CC)N2C(=O)OC(=NCC3CC3)[C@]2(Cc2ccccc2)[C@H]2C1=CC[C@H]1C(=O)NC(=O)[C@H]12
→ -8%, -6%, 9%, -9%&6%, 17%, -7%&2%, ?, -8%[12.7 µM], -10%
> CN1C2CCC1/C(=C\c1ccccc1F)C(=O)/C2=C/c1ccccc1F
→ -8%, -34%, -18%, 1%, 1%, -1%, 7%, 50µM*, -1%
> CCNC(=S)N1CCN(Cc2ccccc2)CC1
→ -11%, 50µM*, -1%[60.1 µM], -1%, 13%, -5%, -4%, 16µM*, 3%
> CCOC(=O)Cc1c(C)[nH]c(=S)[nH]c1=O
→ -3%, -13%, 2%, -6%, 0%, -1%, -10%, -19%[59 µM], 24%
> CS(=O)(=O)N1CCC(C(=O)Nc2ccc(Oc3ccccc3)cc2)CC1
→ -3%, 9%, -14%, -11%, ?, -3%, -7%, 4%[12.7 µM], -1%
> O=C(c1ccc(N2CCOCC2)c([N+](=O)[O-])c1)N1CCN(S(=O)(=O)c2cccs2)CC1
→ -12%, -37%, 1%, 2%, 18%, -3%, -20%, ?, 27%
> COc1ccc(C2(c3ccc(OC)cc3)NC(=O)N(CC(=O)NC(C)C)C2=O)cc1
→ -3%, 1%, -15%, 12%, 21%, -4%, -8%, 6%, -16%
> O=C1c2ccc(Oc3ccc4c(c3)C(=O)N(CCCCO)C4=O)cc2C(=O)N1CCCCO
→ -5%, -4%, -1%, -1%, 6%, 0%, ?, -46%[59 µM], 7%
> CSc1ccccc1C(=O)N1CCC(CCC(=O)NCc2ccc(F)cc2)CC1
→ -22%, 1%, -1%, 7%, 38%[activator], 2%, -10%, ., -27%
> O=C(O)CSCC(=O)NCc1ccccc1
→ 4%, 3%, 6%, -6%, 18%, 1%, -8%, 0%[59 µM], 27%
> Nc1ccccc1SCc1ccccc1
→ -12%, 11%, -6%, 0%, 24%, -4%, ?, 13%[59 µM], 32%[activator]
> CCOc1ccc(-n2cnnn2)cc1S(=O)(=O)N1CCCCC1
→ -10%, 46%[activator], 2%, ?, -1%, -9%, 3%, ?, 8%
> COC(=O)c1ccc(COC(=O)c2ccc(C)c(S(=O)(=O)N3CCCCC3)c2)cc1
→ -5%, 10%, -10%, -17%, -19%, ., ., -4%, .
> CCCNC(=O)c1ccc(Cl)c(Cl)c1
→ -12%, 10%, -7%, -3%, 23%, -2%, -22%, 9%[12.7 µM], 5%
> COc1cc(NC(=O)c2nc3ccccc3nc2N2CCCCC2)cc(OC)c1OC
→ -25%, ?, 0%, ., 13%, -7%, -22%, ?, 1%
> Cc1ccc(NC(=O)CCNC(=O)c2ccccc2Cl)cc1S(=O)(=O)N(C)C
→ -19%, 4%, -4%, -5%, 5%, 2%, -9%, 1%, 14%
> COc1cc2c(C(=O)N3CCN(C)CC3)c(CSc3ccccc3)n(C)c2cc1Br
→ -26%, -38%, -8%, -7%, 153%[activator], -9%, -11%, ?, 6%
> CCCCN1C(=N)N([C@@H](C)CN2CCC[C@H]2CN2C(N)=NC[C@H]2CC(C)C)C[C@H]1[C@H](C)CC
→ 3%, ., -13%, -39%, -26%, ., ., ., .
> COc1ccc(Cl)cc1C(=O)CSc1nc(N)cc(N)n1
→ -16%, 5%, -10%, -1%, ?, -1%, ?, 50µM*, 20%
> O=C(C(=O)N1CCN(c2ccc([N+](=O)[O-])cc2)CC1)c1cn(CC(=O)N2CCOCC2)c2ccccc12
→ -9%, -20%, 2%, 7%, 26%, -5%, -5%, -8%, ?
> CCOc1cccc(C(=O)Nc2ccncc2)c1
→ -6%, -12%, -1%, 3%, -8%, 2%, -6%, -23%, 31%
> Cc1nnc(-c2ccccc2)[nH]c1=O
→ -1%, -2%, -16%, 13%, 7%, 1%, -1%, -8%, 31%[activator]
> Cc1cccc(OCCn2cc(/C=N/NC(=O)c3ccncc3)c3ccccc32)c1
→ ?, -39%, -11%, ?, 67%[activator], -13%, -13%, 23%[59 µM], ?
> CCOC(=O)C1CCCN(C(=O)c2ccc3c(c2)N(Cc2cccc(Cl)c2)C(=O)c2ccccc2S3(=O)=O)C1 (stereo unspecified)
→ -4%, 2%, -10%[60.1 µM], ., -7%, -7%, -2%, 2%[59 µM], -16%
> Cc1ccc(C)c(CN2CCCN(Cc3ccc(F)cc3)S2(=O)=O)c1
→ -4%, 67%[activator], -8%, ., 20%, -7%, 27%, 61%[activator][59 µM], -2%
> O=[N+]([O-])c1cc(S(=O)(=O)Nc2ccccc2)ccc1N1CCN(c2ccc(O)cc2)CC1
→ -21%, 28µM*, -6%, 6%, 11%, -3%, -6%, 5µM*, -2%
> Cc1cc(OC(=O)c2ccccc2Br)c([N+](=O)[O-])c(=O)[nH]1
→ -15%, ?, -18%, 15%, -5%, -6%, -9%, ?, 23%
> COc1ccc(C)cc1S(=O)(=O)Nc1ccccc1C
→ -1%, 2%, -6%, 1%, 6%, 1%, -7%, 18%[12.7 µM], -9%
> COc1ccc(CNC(=O)c2cnc3sc(N4CCCC4)nn3c2=O)cc1OC
→ -18%, -10%, -13%, ., -1%, 0%, -15%, 27%[59 µM], 19%
> C/C(=N\NC(=O)c1ccc(Cl)cc1)c1cccc(NC(=O)c2cccnc2)c1
→ -6%, 1%, -12%, -10%, 64%[activator], -11%, -4%, -18%, 4%
> Cc1nn(C(C)C(=O)Nc2ccc(Cl)cn2)c(C)c1[N+](=O)[O-] (stereo unspecified)
→ -6%, -3%, 7%, -4%, -8%, 1%, -14%, 45%[12.7 µM], 2%
> CCOc1ccc(C(=O)COC(=O)c2nc3nccc(C)n3n2)cc1
→ -1%, -2%, 2%, 11%, 25%, ., ., ?, .
> O=C(COC(=O)c1ccc2c(c1)C(=O)N(CCc1ccccc1)C2=O)Nc1ccc(OC(F)F)cc1
→ -19%, 8%, -14%, 17%, 12%, -4%, 1%, -10%[59 µM], 49%
> CCOC(=O)CN(C(=O)CSc1nnc(CNc2ccc(F)cc2)n1C)c1ccccc1
→ -5%, -19%, -9%, 0%, 10%, -1%, -9%, 7%[59 µM], 0%
> COc1ccc(OCC(=O)Nc2cccc(C(=O)OCc3cc(=O)n4nc(C)sc4n3)c2)cc1
→ -20%, -6%, -13%[60.1 µM], ., 89µM*, -6%, 52%[activator], 25%[59 µM], ?

Only part of the results is shown; rates above refer to the full screens.
